Assay outcomes deposited in PubChem by National Center for Advancing Translational Sciences (NCATS).
GRP78 ERSR act = induces the endoplasmic reticulum stress response in human glioma cells. U87-MG GRP78 promoter luciferase reporter, 16 h. Potency, µM, without a hit: at the top dose activation, most hits filed as activators. actives 0.02% (n = 420,000). AID 602332; further: potency means the concentration at half of the fitted maximal effect; series mostly up to about 76 µM; % of control where 0% means no effect; nearly all actives have a fitted effect of over 35% in size
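Stably transfected U87-MG human glioma cells carrying a GRP78-based luminescent sensor were seeded at 1000 cells/well, pin-dosed with compounds and incubated 16 h. Luciferase reagent was then added, and end-point luminescence was read after 10 min at room temperature.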
D1 agonist = activates the human D1 dopamine receptor; P21728; HEK293 T-REx D1 cells, calcium flux, agonist mode; activation, % at 2 µM; actives 1% (n = 360,000); AID 504660; in the data active means activation above about 30%; further: 0% is about no effect
Target sequence (P21728 whole entry, looked up): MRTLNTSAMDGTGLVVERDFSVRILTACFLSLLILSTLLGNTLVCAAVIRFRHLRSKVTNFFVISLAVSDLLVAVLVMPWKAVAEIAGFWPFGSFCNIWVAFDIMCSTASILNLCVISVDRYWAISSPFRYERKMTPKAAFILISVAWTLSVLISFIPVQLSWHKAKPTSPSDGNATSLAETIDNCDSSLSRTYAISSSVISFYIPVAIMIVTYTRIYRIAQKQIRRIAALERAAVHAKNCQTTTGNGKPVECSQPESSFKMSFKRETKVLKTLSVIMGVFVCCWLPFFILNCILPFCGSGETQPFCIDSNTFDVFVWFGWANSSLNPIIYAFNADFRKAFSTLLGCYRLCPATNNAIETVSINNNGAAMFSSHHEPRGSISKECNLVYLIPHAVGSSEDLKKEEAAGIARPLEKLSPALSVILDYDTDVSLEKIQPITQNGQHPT
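Tetracycline-induced HEK293 TREx D1 cells, force-coupled to calcium signalling, were dye-loaded with a no-wash calcium kit. Compound was pin-added after a 10 s baseline. Fluorescence was read kinetically at 1 cycle/s for 180 s, with calcium rises flagged as agonism.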
RXFP1 antagonist = blocks the human relaxin receptor RXFP1; actives 0.59% (n = 350,000); HEK293-RXFP1, relaxin-stimulated cAMP HTRF, 30 min; stronger effect = lower value; AID 1259400; Q9HBX9; activity change, negative = inhibition, % at 57.5 µM;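 active means activity change of -60% or lower, but not beyond a set lower limit; inconclusive means change between -60% and -40%, or beyond the set limit; inactive means change above -40%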; further: on the % scale 0 is the no-effect control and ±100 the full control effect
Vif-A3G inh = blocks the Vif interaction with human APOBEC3G | Q9HC16 | HeLa A3G-eYFP + Vif (tagged APOBEC3G with the HIV-1 protein that degrades it), YFP fluorescence, overnight | Potency, µM (titrated, usually from 46.1 µM), inactives show at the top dose activity, negative = active, actives largely listed as inhibitors | actives 0.076% (n = 410,000);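 further: potency means the concentration at half of the fitted maximal effect; on the % scale 0 is the no-effect control and ±100 the full control effect; nearly all actives have a fitted effect of over 60% in size; hits raise eYFP signal because A3G escapes Vif-driven loss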
Target sequence (Q9HC16 whole entry, looked up): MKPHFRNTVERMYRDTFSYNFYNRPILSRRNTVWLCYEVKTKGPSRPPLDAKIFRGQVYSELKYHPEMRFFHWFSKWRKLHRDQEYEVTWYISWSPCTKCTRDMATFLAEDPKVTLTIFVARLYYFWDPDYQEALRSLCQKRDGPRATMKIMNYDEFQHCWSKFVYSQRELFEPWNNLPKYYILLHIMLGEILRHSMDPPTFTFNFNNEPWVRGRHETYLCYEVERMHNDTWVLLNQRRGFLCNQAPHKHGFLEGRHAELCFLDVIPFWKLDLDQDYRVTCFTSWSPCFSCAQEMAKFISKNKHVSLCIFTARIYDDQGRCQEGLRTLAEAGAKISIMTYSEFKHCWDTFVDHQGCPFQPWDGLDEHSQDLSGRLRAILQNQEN
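HeLa cells stably expressing Vif and C-terminally eYFP-tagged A3G, seeded overnight at 37 deg C, then exposed to compound by pintool overnight at 37 deg C. Rise in yellow fluorescence (Ex 488/Em 500-530, Acumen) marks blocked Vif-driven A3G degradation.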
D1 antag = antagonists of human D1 dopamine receptor. P21728. activity change, negative = inhibition, % at 10 µM. actives 3.2% (n = 360,000). HEK293 TREx D1 cells, calcium flux, dopamine EC80; stronger effect = lower value; in the data active means activity change below about -30%; further: on the % scale 0 is the no-effect control and ±100 the full control effect
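Calcium flux readout: force-coupled, inducible Hek293 Trex D1 line, cells induced overnight at 30 C with tetracycline, dye-loaded 30–90 min at RT. Antagonism scored against EC80 dopamine challenge given 180 s after compound.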
RXFP1 agonist = activates the human relaxin receptor RXFP1. Q9HBX9. HEK293T-RXFP1 cAMP TR-FRET, 30 min; response scale: percent of porcine relaxin response, buffer zero. Potency, µM (doses to about 57.5 µM), without a hit: at the top dose activation, most hits filed as activators. actives 0.3% (n = 370,000). AID 2676; further: potency means the concentration at half of the fitted maximal effect; on the % scale 0 is the no-effect control and ±100 the full control effect; nearly all actives have a fitted effect of over 60% in size; many of its hits are not listed in these tables
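HEK293 cells stably expressing RXFP1, treated 30 min at 37C with compounds plus PDE4 inhibitor Ro 20174; cAMP measured by HTRF TR-FRET. Normalized to buffer and 29 nM porcine relaxin; EC50 by Hill fit.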
Vif-A3F inh = inhibitors of Vif-A3F interaction. Potency, µM (top dose mostly 46.1 µM), for inactives: top-dose activity, negative = active. actives 0.2% (n = 390,000). HeLa A3F-eYFP + Vif (tagged APOBEC3F with the HIV-1 protein that degrades it), YFP fluorescence increase; further: potency means the concentration at half of the fitted maximal effect; % of control where 0% means no effect; nearly all actives have a fitted effect of over 65% in size
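HeLa cells stably expressing A3F-eYFP plus Vif, plated and incubated overnight at 37 deg C, then exposed to compounds overnight at 37 deg C. Blocked degradation read as raised yellow fluorescence (Ex 488/Em 500-530).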
D2 potentiator = D2 dopamine receptor (human) potentiation. P14416. actives 0.34% (n = 340,000). potentiation, % at 10 µM. HEK293 T-REx D2, calcium flux, EC20 dopamine potentiation. AID 485347;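 active means potentiation over 3 SD above the plate norm, cut at about 30% in these data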; further: 0% is about no effect
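Tetracycline-induced HEK293 T-REx cells force-coupled to calcium signalling expressed D2; compounds were pin-added after a 10 s baseline, read kinetically 180 s, then an EC20 dopamine challenge followed with a further 180 s calcium read.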
D1 PAM = enhances dopamine response at the human D1 receptor; P21728; HEK293 TREx D1 cells, calcium flux, dopamine EC20 potentiation; potentiation, % at 10 µM; actives 0.036% (n = 360,000); in the data active means potentiation above about 30%; further: 0% is about no effect
Starred values were filed as active, the others as inactive; ? = inconclusive; / = not tested or not shown; & = joins results of further samples. Unless noted, the call rests on the fitted dose curve; in most records, active means well fitted curve in the direction sought with a large enough effect; inconclusive means small, poorly fitted or top-dose-only effect, or another doubt; inactive means no such curve, though single readings can be large; an effect the other way counts as inactive or inconclusive. Not all compounds are listed; count on the stated rates, not on these rows.

SMILES | GRP78 ERSR act | D1 agonist | RXFP1 antagonist | Vif-A3G inh | D1 antag | RXFP1 agonist | Vif-A3F inh | D2 potentiator | D1 PAM
Cc1c(O)nc(SC2CC(=O)N(c3ccccc3)C2=O)[nH]c1=O (stereo not drawn) | -5% | 1 | -6 | -8% | -6 | 0.4% | / | -4 | 0
COc1cc(CN(C(=O)c2ccc(C)cc2)c2ccccn2)cc(OC)c1OC | -2% | 0 | / | 4% | -14 | 3.8% | 0% | 12 | 0
Cc1nc(S(=O)(=O)c2ccc(Br)cc2)nc2c1CCC2 | -7% | 2 | -1 | 2% | 0 | 2.9% | 18% | 14 | -8
Cc1ccnc(NC(=O)C2CCN(S(=O)(=O)c3cccc4nonc34)CC2)c1 | -4% | 2 | -3 | 2% | -7 | 0.7% | -7% | 6 | -4
O=c1c(-c2ccc(O)cc2)coc2cc(O)cc(O)c12 | -11%&2%&-4%&1%&2% | 2 | 11 | -21% | -16 | 1.1% | 6% | 0 | -3
CCCc1nc2ccc(N)cc2c(=O)n1Cc1ccccc1Cl | -2% | 1 | -2 | -1% | 10 | 0.0% | 0% | 4 | 1
CC1(C)COC(/C=C/c2cccc([N+](=O)[O-])c2)=N1 | -6% | 16 | -6 | -10% | -23 | -0.7% | 10% | 1 | -4
Cc1cc(C)c(O)c(C2(O)C(=O)c3ccccc3C2=O)c1 | -6% | 12 | -11 | -1% | 2 | 2.5% | -5% | -5 | -8
Fc1ccccc1Sc1ccccc1CNC1=NCCN1 | -7% | 5 | -3 | 1% | 1 | -0.3% | 12% | 2 | -2
CCC(C)(C)NC(=O)C(c1ccc(C)cc1)N(CC1CCCO1)C(=O)CCC(=O)Nc1ccccn1 (stereo not drawn) | -4% | -1 | 3 | 0% | 4 | 0.1% | 0% | -4 | -2
CCCCC1S/C(=N/N=C/c2ccco2)NC1=O (stereo not drawn) | -4% | 0 | -20 | -5% | -2 | -0.2% | 1% | 0 | -3
CCOc1ccccc1NC(=O)C(NCCc1ccc(OC)cc1)c1ccccc1 (stereo not drawn) | 2% | 7 | -9 | -1% | -7 | -2.1% | 1% | 2 | -5
CN1N=C2c3ccccc3CCC2C1c1ccc(Cl)cc1 (stereo not drawn) | 3% | 0 | -5 | -4% | 8 | 1.6% | -8% | 10 | 7
COc1ccccc1NC(=O)C1=C(C)Nc2nnnn2C1c1cccc(Br)c1 (stereo not drawn) | -4% | 8 | -12 | 0% | 6 | -2.7% | -7% | -3 | -1
O=c1c2ccccc2n(CC(O)CN2CCOCC2)c2ccccc12 (stereo not drawn) | -3% | 3 | -2 | 1% | 5 | -0.8% | -8% | 7 | -5
CCn1cc(C(=O)NCCC(C)C)c(=O)c2cc(S(=O)(=O)N3CCCCC3)ccc21 | -4% | 2 | 1 | 2% | 3 | 0.1% | -15% | 2 | 1
Cc1ccc(NC(=O)CN(C)C2CCCCC2)cc1Br | -3% | 0 | -24 | 2% | -5 | 1.5% | -7% | -2 | -2
O=C(NCCN1CCOCC1)c1ccc2c(c1)N(Cc1ccccc1)C(=O)c1ccccc1S2 | -8% | 4 | 4 | 0% | 24 | 2.6% | 4% | 5 | -6
O=C(O)Cc1ccc(-c2ccccc2-c2ccccc2)cc1 | 2% | 1 | 0 | -1% | -16 | 0.3% | 0% | -1 | 9
CCOC(=O)C1CN(S(=O)(=O)c2ccc(C)cc2)CCN1S(=O)(=O)c1ccc(C)cc1 (stereo not drawn) | -3% | 5 | 1 | 0% | -2 | 2.4% | -6% | 1 | -2
O=C(Cn1c(=O)c2cccn2c2ccc(F)cc21)N1CCN(c2ccccc2)CC1 | -4% | -1 | -15 | -1% | 2 | 5.8% | 3% | -16 | -2
COc1ccc(-n2c(=O)cc(N3CCN(c4ccccc4)CC3)[nH]c2=O)cc1 | -4% | 2 | -3 | 0% | 10 | -0.6% | -3% | 1 | -5
CN(Cc1ccccc1)S(=O)(=O)c1csc(C(N)=O)c1 | -4% | 3 | -4 | -4% | 2 | 0.3% | -1% | -3 | -7
COc1ccc(NC(=O)CSc2ccc(-c3ccco3)nn2)cc1OC | 0% | 0 | -11 | 0% | -5 | -2.9% | 2% | 12 | 0
Cc1cc(C)c2c(N)c(C(=O)N/N=C/c3cccnc3)sc2n1 | 8% | 1 | 11 | -10% | 3 | 2.9% | 8% | 4 | 0

Gathered by group, the entries above containing an aryl thioether with sulfur outside any ring
SMILES | GRP78 ERSR act | D1 agonist | RXFP1 antagonist | Vif-A3G inh | D1 antag | RXFP1 agonist | Vif-A3F inh | D2 potentiator | D1 PAM
Cc1c(O)nc(SC2CC(=O)N(c3ccccc3)C2=O)[nH]c1=O (stereo not drawn) | -5% | 1 | -6 | -8% | -6 | 0.4% | / | -4 | 0
Fc1ccccc1Sc1ccccc1CNC1=NCCN1 | -7% | 5 | -3 | 1% | 1 | -0.3% | 12% | 2 | -2
COc1ccc(NC(=O)CSc2ccc(-c3ccco3)nn2)cc1OC | 0% | 0 | -11 | 0% | -5 | -2.9% | 2% | 12 | 0

Next entries:
SMILES | GRP78 ERSR act | D1 agonist | RXFP1 antagonist | Vif-A3G inh | D1 antag | RXFP1 agonist | Vif-A3F inh | D2 potentiator | D1 PAM
O=[N+]([O-])c1ccc(/C=N/Nc2ccc3ccccc3c2)o1 | 3% | 40* | -22 | ? | 11 | 0.1% | ? | -23 | -2
CSc1ccc(/C=C2\CCn3c2nc2cc(C(=O)O)ccc2c3=O)cc1 | -3% | 8 | -5 | -1% | 5 | 13% | ? | 11 | 4
CCC1CCCCN1CCCNC(=O)c1ccc2c(c1)N(Cc1cccc(C)c1)C(=O)c1ccccc1S2(=O)=O (stereo not drawn) | -4% | 19 | / | 0% | 4 | 1.4% | -11% | -7 | -1
CC1CN(C(=O)CCC(=O)NCc2cccs2)c2cc(Cl)ccc2O1 (stereo not drawn) | -2% | 4 | -15 | 1% | -1 | 8.1% | -10% | 15 | 4
CCN(CC)CCNC(=O)c1cc([N+](=O)[O-])c(N(C)C)cc1OC | 1% | 1 | -12 | -1% | -1 | 0.3% | 2% | -21 | -6
COCC(C)n1c(SCC(=O)NC2CCCCC2C)nc2ccccc2c1=O (stereo not drawn) | -1% | / | -7 | -1% | / | / | -14% | / | /
CCN(CC)C(=O)Cn1c(=O)cc(C)c2c(C)nn(-c3cccc(Cl)c3C)c21 | 0% | 1 | / | 1% | -12 | -1.0% | 0% | 2 | 10
Cc1ccc(S(=O)(=O)N2CCOCC2)cc1C(=O)OCC(=O)c1c(N)n(C)c(=O)n(C)c1=O | -5% | / | 2 | 1% | / | / | -13% | / | /
CSc1cccc(NC(=S)NC(=O)c2cccnc2)c1 | 1% | 7 | -4 | -4% | 2 | 0.3% | -9% | -7 | -2
CN(C)CCOC1c2ccccc2-c2ccccc21 | -3% | 2 | -23 | 4% | 3 | 0.8% | -3% | 4 | 0
CCN(Cc1nc2ccccc2c(=O)[nH]1)C(=O)COc1ccccc1-c1ccccc1 | -6% | 2 | -7 | -11% | 16 | -2.1% | -6% | 12 | 1
Cc1cccc(NC(=O)COc2cccc3c(=O)n(C)ccc23)c1C | 2% | 6 | / | 0% | / | 0.4% | -7% | -7 | -3
Cc1cc(C)n(CC(=O)NC2C(=O)N3C(C(=O)O)=C(CSc4nnc(C)s4)CSC23)n1 (stereo not drawn) | -2% | 2 | -6 | -2% | 15 | 1.0% | -3% | / | -8
O=C(c1cnn(-c2ccc(Cl)cc2)c1)c1ccccc1O | -7% | 5 | -11 | -1% | 6 | -2.5% | 2% | -18 | -6
O=C(Nc1ncc2c(n1)CC(c1ccc(Cl)cc1)CC2=O)c1ccco1 (stereo not drawn) | -4% | 2 | -2 | 2% | -5 | -2.1% | 15% | -3 | -2
O=C(CCn1nnnc1CN1CCOCC1)N1CCC(c2ccccc2F)C1 (stereo not drawn) | -3% | 5 | -3 | 1% | -29 | 1.5% | 3% | -5 | -1
CCN(CC)c1ccc(Nc2nc(N3CCOCC3)c3ccccc3n2)cc1 | 7% | -1 | -9 | 0% | -17 | 2.2% | 4% | 2 | -9
N#Cc1cn(-c2ccccc2)nc1-c1cc2ccccc2oc1=O | -4% | 1 | -18 | 1% | -14 | 1.7% | / | 1 | -2
CCOc1ccc(N2C(=O)c3ccc(C(=O)OCC(=O)N(CC)C4CCS(=O)(=O)C4)cc3C2=O)cc1 (stereo not drawn) | -5% | 1 | -4 | 0% | 12 | -1.3% | 2% | 4 | -1
COc1ccc(-c2ccc3c(c2)S(=O)(=O)c2cccc(C(=O)NC[C@@H]4CCCO4)c2C3=O)cc1OC | -2% | -1 | / | -18% | -36* | -1.5% | -6% | 11 | -3
Cc1cccc(NC(=O)CN2C(=O)CSC2=O)c1 | -1% | 1 | -10 | 1% | -5 | -2.0% | 3% | -11 | 2
CCOc1ccc(CNS(=O)(=O)c2cc3c(cc2C)NC(=O)CO3)cc1OC | -3% | 1 | -1 | 5% | 2 | -2.2% | 5% | 7 | -1
COc1cccc(CNc2ccc(F)c([N+](=O)[O-])c2)c1O | 10% | 8 | 1 | -1% | -31* | -0.2% | -19% | -1 | -8
CN(C(=O)CSc1nnnn1-c1ccccc1)C1CCCCC1 | 3% | 0 | -3 | 1% | 6 | 2.2% | -10% | -9 | 1
Cc1cc(C)c(Cn2c3ccccc3c3cnn(CC(=O)NCCCc4ccccc4)c(=O)c32)c(C)c1 | -4% | 3 | -3 | 0% | -25 | 9.4% | -16% | -6 | -4
CCCOc1ccc(-c2csc3ncn(Cc4ccc(C(=O)O)cc4)c(=O)c23)cc1 | 0% | 2 | -38 | 0% | 6 | -0.8% | 9% | 8 | -6
CC(=O)N1CCN(c2ccc(NC(=O)c3cccc([N+](=O)[O-])c3)cc2)CC1 | 2% | 5 | -1 | 1% | 9 | -3.5% | 4% | -1 | -2
CCOc1ccc(NC(=O)CSc2nc3ccsc3c(=O)n2CCCCC(=O)O)cc1 | 0% | / | 2 | 2% | / | / | 2% | / | /
COc1cccc(/C=C/c2nc(C#N)c(N3CCC(C(N)=O)CC3)o2)c1 | -1% | 0 | / | 0% | -1 | 18% | -7% | 1 | 2
